B2AR arrestin: recruits beta-arrestin to the human beta2-adrenergic receptor; beta-arrestin recruitment to beta2AR, cell-based reporter; Potency, µM (doses to about 46.1 µM), without a hit: top-dose activation, most hits filed as activators; 0.02% of 330,000 active;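 further: potency means the concentration at half of the fitted maximal effect; 0% = DMSO controls and full agonism = EC100 isoproterenol or metaproterenol; nearly all actives have a fitted effect of over 65% in size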
ELG1 repair inh: blocks ELG1-dependent DNA repair in HEK293T cells. HEK293T ELG1-luciferase reporter, luminescence, 16 h; DNA damage induced by 5-fluorouridine. Potency, µM (titrated, usually from 46.1 µM), without a hit: at the highest dose activity change, negative = inhibition, usual class: inhibitors. 2.3% of 330,000 active. AID 504467; further: potency means the concentration at half of the fitted maximal effect; on the % scale 0 is the no-effect control and ±100 the full control effect; nearly all actives have a fitted effect of over 55% in size
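Cells (2,000 per well) received 5-fluorouridine plus test compound or DMSO and were incubated 16 hr at 37 °C, 5% CO2. Luciferase activity was read by luminescence 30 min after ONE-Glo addition; signal suppression marked inhibition of damage-induced ELG1 function.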
uPA surface inh: cell surface uPA generation inhibition | cell surface uPA generation assay, qHTS | Potency, µM (highest dose often 38.3 µM), without a hit: top-dose activity change, negative = inhibition, most hits filed as inhibitors | 0.31% of 330,000 active; active means well fitted inhibition curve with a large enough effect; inconclusive means small, poorly fitted or top-dose-only effect; inactive means no such curve, though single readings can be large or run the other way; tested in mouse RAW 264.7 cells; further: potency means the concentration at half of the fitted maximal effect; on the % scale 0 is the no-effect control and ±100 the full control effect; nearly all actives have a fitted effect of over 55% in size
Mito fusion act: blocks mitochondrial division or promotes mitochondrial fusion; 0.23% of 320,000 active; S. cerevisiae fusion-defective mutant growth rescue, CellTiterGlo 48 h; Potency, µM (series often up to 46.1 µM), without a hit: at the highest dose growth rescue (activation), hits mostly activators;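 further: potency means the concentration at half of the fitted maximal effect; % of control where 0% means no effect; nearly all actives have a fitted effect of over 45% in size; temperature-sensitive fusion mutants such as fzo1-1 at 37 °C on non-fermentable ethanol glycerol medium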
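S. cerevisiae fusion-defective temperature-sensitive mutants (e.g. fzo1-1, mgm1-5) grown 48 h at 37C in YPEG (ethanol/glycerol non-fermentable) medium with 23 nl compound per well; growth rescue read as CellTiterGlo luminescence.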
PTAP TSG101 blk: blocks PTAP/TSG101 interaction to inhibit HIV-1 budding; Q99816; Fluorescence polarization, FITC-PTAP peptide / Tsg101 binding; Potency, µM (top dose mostly 115 µM), for the others: at the top dose activity change, negative = inhibition, hits mostly inhibitors; 340,000 tested, under 10 active; AID 493005; active means well fitted inhibition curve with a large enough effect in the main read-out, with a control signal flat, not every such curve was filed as active; inconclusive means small, poorly fitted or top-dose-only effect, or effect the other way, or a change in a side signal; inactive means no such curve, though single readings can be large or run the other way; further: potency means the concentration at half of the fitted maximal effect; % of control where 0% means no effect
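Steps: Tsg101 binding domain dispensed (10 uM final), compounds pinned in DMSO, FITC-labeled PTAP-motif peptide added (50 nM final); after 20 min binding at room temperature, polarization measured.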
USP2a block: blocks human ubiquitin-specific protease USP2a; 0.01% of 330,000 active; O75604; USP2 core, Ub-CHOP2 coupled fluorogenic reporter, 485/531; Potency, µM (highest dose often 38.3 µM), for the others: at the top dose activity change, negative = inhibition, actives largely listed as inhibitors;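 further: potency means the concentration at half of the fitted maximal effect; plate controls were DMSO wells for no effect and full inhibition by NEM control for full effect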
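USP2 core (10nM final) preincubated 30min RT with compound in 20mM Tris-HCl pH 8.0, 2mM CaCl2, 2mM beta-mercaptoethanol, 0.05% CHAPS; 25nM Ub-CHOP2 plus 25nM reporter substrate added, fluorescence (Ex485/Em531) read after 60min.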
TSHR antag: human thyrotropin receptor antagonism; TSHR-expressing cells, TSH-stimulated cAMP HTRF, 2 h; hits give low values; P16473; 0.2% of 330,000 active; activity change, negative = inhibition, % at 11.5 µM;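 active means activity change below a set negative limit, meaning inhibition stronger than a set level, cut at about -70% in these data; inconclusive means activity change between two set negative limits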; further: on the % scale 0 is the no-effect control and ±100 the full control effect
Target sequence (P16473 whole entry, looked up): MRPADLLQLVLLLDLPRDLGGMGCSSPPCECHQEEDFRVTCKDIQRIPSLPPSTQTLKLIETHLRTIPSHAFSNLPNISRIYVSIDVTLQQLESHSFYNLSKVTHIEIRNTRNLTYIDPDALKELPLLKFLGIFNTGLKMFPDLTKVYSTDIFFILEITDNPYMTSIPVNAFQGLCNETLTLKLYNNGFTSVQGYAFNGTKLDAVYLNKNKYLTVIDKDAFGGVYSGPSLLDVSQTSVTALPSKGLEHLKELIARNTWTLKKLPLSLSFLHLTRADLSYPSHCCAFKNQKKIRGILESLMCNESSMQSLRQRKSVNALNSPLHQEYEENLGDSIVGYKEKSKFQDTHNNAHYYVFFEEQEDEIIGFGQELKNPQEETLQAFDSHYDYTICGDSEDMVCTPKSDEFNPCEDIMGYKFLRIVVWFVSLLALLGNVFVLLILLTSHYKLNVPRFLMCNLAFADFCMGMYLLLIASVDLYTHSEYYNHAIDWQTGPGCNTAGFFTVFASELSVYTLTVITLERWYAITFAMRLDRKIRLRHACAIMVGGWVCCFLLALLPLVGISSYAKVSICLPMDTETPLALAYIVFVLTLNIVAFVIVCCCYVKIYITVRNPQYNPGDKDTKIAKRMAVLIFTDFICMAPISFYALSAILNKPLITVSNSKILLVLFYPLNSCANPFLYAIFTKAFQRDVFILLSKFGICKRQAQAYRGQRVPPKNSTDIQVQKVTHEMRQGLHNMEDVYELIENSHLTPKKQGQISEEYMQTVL
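Read-out is FRET at 665 nm (cryptate excitation 337 nm) from a cryptate-tagged anti-cAMP antibody, competed by cell cAMP against cAMP-d2. Compounds are tested on freshly harvested TSHR cells challenged with 4nM TSH (EC80) for 2 hours at 37 deg C.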
Eya2 phos inh: Eya2 (human) phosphatase inhibition; O00167; recombinant Eya2, OMFP fluorescence dephosphorylation (OMFP is methylfluorescein phosphate); Potency, µM (highest dose often 76.9 µM), inactives show at the highest dose activity, negative = inhibition, hits mostly inhibitors; 0.006% of 330,000 active; AID 488837; further: potency means the concentration at half of the fitted maximal effect; on the % scale 0 is the no-effect control and ±100 the full control effect
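Eya2 (0.2 uM) preincubated 10 min at ambient with compound, then OMFP substrate added at 50 uM; 10 min reaction in 50 mM HEPES pH 7.5, 50 mM NaCl, 5 uM MgCl2, 0.05% BSA, 1 mM DTT. Fluorescence read at Ex 485/Em 525 nm.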
Tb PFK block: blocks T. brucei phosphofructokinase; O15648; T. brucei PFK, ADP-Glo luminescence; Potency, µM (titrated, usually from 57.5 µM), for the others: top-dose activity, negative = inhibition, hits mostly inhibitors; 0.17% of 330,000 active;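 further: potency means the concentration at half of the fitted maximal effect; 0% = uninhibited 1x PFK enzyme wells and -100% = no-enzyme wells; nearly all actives have a fitted effect of over 60% in size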
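1.25 nM PFK with 0.5 mM F6P and 0.1 mM ATP in 0.1 M TEA pH 8.0, 5 mM MgCl2, incubated 45 min at room temperature; ADP measured by ADP-Glo luminescence; compounds titrated up to 57 uM.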
Chronic BCR inh: blocks chronic active B-cell receptor signaling | ABC-DLBCL IkBa-CBG/CBR reporter, luminescence ratio, 4 h | 0.05% of 340,000 active | Potency, µM (top dose mostly 46.1 µM), inactives show at the highest dose ratio change, negative = lower green/red ratio, most hits filed as inhibitors | AID 493014; active means well fitted inhibition curve with a large enough effect in the signal ratio, with a control signal flat, not every such curve was filed as active; inconclusive means small, poorly fitted or top-dose-only effect, or effect the other way, or a change in a side signal; the % refers to the signal ratio;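 further: potency means the concentration at half of the fitted maximal effect; plate controls were basal doxycycline-induced cells for no effect and cells given 10 µM MG132 for full effect; MG132 reads +100%, hits lower the ratio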
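Concentration-response series (up to 46 uM) were applied to TMD8 dual-reporter cells for 4 h at 37C with doxycycline. Green/red ratio, after filter-overlap correction, defined %Activity; red signal alone was normalised to basal cells and zero luminescence.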
TCR act: activators of T cell receptors; 330,000 tested, under 10 active; AID 504894; primary human leukocytes, anti-CD3, IL-2 HTRF, 48 h; Potency, µM (doses to about 9.22 µM), without a hit: at the top dose activation of IL-2 secretion, most hits filed as activators; further: % of control where 0% means no effect
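Primary human leukocytes were stimulated with a-CD3 beads plus compounds for 48 hr without co-stimulation; secreted IL-2 was quantified by HTRF using a-IL-2-K (europium cryptate) and a-IL-2-d2, excited at 320nm with acceptor emission read at 665nm.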
* hit, by the source's call; ? = inconclusive; nt = not tested or not shown; [ ] = dose if it differs, or a comment. Unless noted, the call rests on the fitted dose curve; in most records, active means well fitted curve in the direction sought with a large enough effect; inconclusive means small, poorly fitted or top-dose-only effect, or another doubt; inactive means no such curve, though single readings can be large; an effect the other way counts as inactive or inconclusive. No enrichment for hits; any-hit rate near 3%.

Each structure is followed by: B2AR arrestin	ELG1 repair inh	uPA surface inh	Mito fusion act	PTAP TSG101 blk	USP2a block	TSHR antag	Eya2 phos inh	Tb PFK block	Chronic BCR inh	TCR act
CCOC(=O)N1CCN(C(=O)COc2cccc3c2CCN(CC)C3=O)CC1
  0.2%	-2%	-2%	0%	-1%	0%	2	-12%	0%	?	nt
C1=C(CCNc2ncnc3c2[nH]c2ccccc23)CCCC1
  0.5%	18%	-11%	-12%	1%	-1%	?	-11%	0%	?	3%[46.1 µM]
Nc1nnc(-c2cn(-c3ccccc3)nc2-c2ccccc2)o1
  -1.1%	-27%	3%	0%	-8%	4%	-15	12%	1%	?	6%
Cc1cc(Cl)c(OCCCNC2CCCC2)c(Br)c1
  -0.3%	-19%	-10%	-14%	-3%	0%	-13	10%	-6%	-17%	-39%
CC(C)SC1=NC(C)(C)C=C(/C=C/c2c(Cl)cccc2Cl)N1
  -0.7%	-21%	-9%	3%	-7%	0%	1	-5%	5%	?	2%
Cc1ccc(NC(=O)c2ccc(CN3CC(=O)N4CCCCC4C3=O)cc2)c(C)c1 (configuration not stated)
  0.1%	7%	-2%	0%	1%	1%	-4	1%	4%	7%	-6%
COc1ccc(/C=N/Nc2nonc2N)c(OC)c1
  0.1%	30%	-7%	-3%	1%	-2%	36	-1%	3%	-1%	1%
Cc1ccc(N(Cc2ccccc2)C(=O)c2cc(S(=O)(=O)N3CCOCC3)ccc2C)cc1
  -0.1%	-14%	1%	8%	0%	-2%	-4	2%	0%	-4%	-4%
CN(CC1CCCN(CCc2ccc(F)cc2)C1)C(=O)CCC(F)(F)F (configuration not stated)
  -0.2%	2%	2%	-3%	-4%	-1%	5	10%	1%	1%	-1%
COc1ccc(C)cc1N(C(=O)c1cccc(F)c1)c1nc2ccccc2s1
  ?	?	4%	13%	-1%	0%	2	-8%	-5%	?	0%[46.1 µM]
O=C1NC[C@@H](Cc2cccc3ccccc23)N(CC2(c3ccccc3)CC2)C1=O
  -0.3%	-14%	-3%	-1%	-5%	-2%	4	-7%	-4%	-16%	0%
O=C(CN1C(=O)/C(=C/c2ccco2)SC1=S)Nc1ccc(O)c(C(=O)O)c1
  0.4%	-7%	2%	-3%	-4%	1%	-1	13%	24%	2%	4%
O=C(Nc1cccc(Cl)c1)Nc1ccc(Br)cc1F
  -1.3%	14%	-7%	7%	-2%	3%	?	-1%	-1%	?	6%[46.1 µM]
O=C(Nc1ccccc1C(=O)O)c1cccc(NS(=O)(=O)c2ccc(Br)cc2)c1
  0.5%	0%	-8%	2%	-5%	1%	-14	3%	-1%	-5%	-1%
Cc1occc1C(=O)Nc1c(F)c(F)c(F)c(F)c1F
  0.1%	?	-1%	0%	-6%	2%	27	3%	-4%	?	-3%
O=C1Nc2ccccc2C12Nc1ccccc1-c1nc3ccccc3n12 (configuration not stated)
  -0.4%	15µM*	6%	0%	-1%	-3%	2	-10%	-4%	15%	4%[46.1 µM]
Cc1cccc(N2C(=O)C3CCCN3C2=S)c1C (configuration not stated)
  0.1%	5%	-14%	1%	-3%	4%	-5	19%	-4%	-5%	3%
COc1ccc(S(=O)(=O)N2CCCC2)cc1OC
  -0.2%	-7%	2%	-1%	-7%	-1%	-6	2%	3%	-12%	2%
CCc1ccccc1N1C(=O)c2ccccc2S1(=O)=O
  0.0%	-1%	1%	19%	-1%	5%	5	2%	0%	-9%	2%[46.1 µM]
CCOC(=O)c1cnc(-n2nc(C)cc2C)nc1Oc1ccc(C#N)cc1
  -0.2%	4%	1%	6%	-1%	10%	0	-12%	1%	3%	-9%
CCCc1cnc(N2CCN(C(=O)c3ccc(F)cc3)CC2)nc1
  0.7%	?	-1%	10%	-5%	0%	-6	-2%	-3%	?	1%
CCn1nccc1C(=O)Nc1nccs1
  -0.2%	-22%	2%	-6%	-4%	0%	0	-9%	-2%	?	-2%
CCOC(=O)C1=NOC(CNC(=O)c2ccccc2Cl)C1 (configuration not stated)
  -0.2%	-1%	1%	0%	-2%	1%	-10	-21%	1%	-11%	3%
Cc1ccc(OCCNc2cc(N3CCN(CCO)CC3)ccc2[N+](=O)[O-])cc1C
  -0.8%	?	-8%	-5%	-2%	-5%	13	-22%	-3%	?	-5%[46.1 µM]
C=CCNC(=O)CCCc1ccccc1
  0.3%	?	-1%	-4%	-4%	3%	5	7%	2%	-1%	3%
COCCNC(=O)CCc1c(C)nc2nc(-c3cc(OC)cc(OC)c3)nn2c1C
  0.1%	?	2%	-2%	-8%	2%	9	4%	-2%	?	2%
Cc1cc(C)nc(-n2ncc3c2CC(C)CC3=O)n1 (configuration not stated)
  -0.5%	10%	2%	7%	0%	-1%	-3	-17%	2%	3%	-7%
Cc1cc(C(=O)NC2CCCCC2)c(C)n1-c1ccc(F)cc1
  4.9%	?	-6%	14%	-7%	-1%	16	-3%	-2%	?	-1%[46.1 µM]
CC12CCC(C(=O)Nc3ccc4c(c3)OCCO4)(OC1=O)C2(C)C (configuration not stated)
  0.1%	?	nt	9%	-8%	0%	0	13%	0%	5%	7%
COc1cc(C2NC(=O)NC(C)=C2C(=O)OCc2ccc(C)cc2)cc(OC)c1OC (configuration not stated)
  0.2%	?	-6%	3%	-3%	1%	39	5%	0%	-12%	3%
CCOCCCNC(=O)c1cc2c(=O)n(CC)c3ccccc3c2s1
  -0.8%	-16%	?	2%	-3%	6%	-4	-2%	5%	-1%	6%
Cc1ccc(/C=N/NC(=O)C2CCN(Cc3ccc(F)cc3Cl)CC2)o1
  -1.0%	-16%	-5%	0%	-2%	3%	6	7%	8%[0.46 µM]	4%	-5%
COc1cccc(-c2nnc3sc(-c4ccccn4)nn23)c1
  1.0%	-2%	-8%	17%	-11%	-2%	-21	-3%	1%	8%	1%
COc1cc(Cl)c(S(=O)(=O)NCCN2CCOCC2)cc1Cl
  -0.9%	8%	-2%	-3%	-2%	-1%	4	11%	6%	0%	-3%
CC(=O)c1c(C)[nH]c(C(=O)OC(C)C(=O)Nc2ccc(C)c(S(=O)(=O)N3CCOCC3)c2)c1C (configuration not stated)
  0.1%	-21%	-13%	-2%	-2%	-4%	-17	4%	-3%	-4%	-2%
COc1ccc(C(=O)N2c3ccc(F)cc3CCC2C)cc1OC (configuration not stated)
  -0.1%	-20%	-3%	11%	1%	1%	11	10%	-9%	-4%	-12%
O=C(NCCCNC(=O)c1ccco1)c1ccc(Cl)cc1
  -0.4%	?	-1%	-1%	1%	-2%	2	-14%	-3%	1%	-7%
COc1cc(/C=N/Nc2snc(SC)c2C#N)cc(OC)c1OC
  0.2%	-1%	-7%	-3%	2%	0%	?	6%	1%	22%	-8%
O=Cc1c(N2CCC3(CC2)OCCO3)nc2ccccn2c1=O
  -0.4%	11%	-3%	-2%	-1%	1%	-5	?	-3%	-6%	1%
COc1cc(C(C(=O)NC(C)(C)C)N(C(=O)CNC(=O)c2cccs2)c2ccccc2)cc(OC)c1OC (configuration not stated)
  -0.1%	-10%	4%	-5%	-10%	3%	-2	-29%	-11%	7%	-3%
Cc1sc(NC(=O)CCS(=O)(=O)c2ccccc2)c(C#N)c1C
  0.0%	0%	-28%	4%	2%	1%	-12	6%	-22%	4%	4%
CCC(C)NS(=O)(=O)c1ccc(OCC(=O)NCC2CCCO2)cc1 (configuration not stated)
  -1.1%	4%	-3%	-2%	-6%	2%	-5	10%	0%	3%	14%
C=CCn1c(CNC(=O)c2cccs2)nnc1SCC(=O)c1ccc(Br)cc1
  -0.1%	-5%	nt	-1%	-2%	0%	-5	3%	-1%	1%	2%
COc1ccc(N(CC(=O)NC(C)(C)C)C(=O)CCC(=O)Nc2nccs2)c(OC)c1
  -0.2%	7%	-4%	3%	-4%	1%	-7	-2%	1%	-7%	10%
CCn1c(COc2cccc(C)c2)nnc1SCC(=O)N1CCCC1
  2.8%	0%	1%	-9%	-4%	0%	22	3%	-3%	3%	-1%
Cc1cc(-c2c(C)[nH]n(-c3ccccc3)c2=O)n(-c2ccccc2)n1
  -0.9%	-1%	-2%	0%	3%	1%	-3	14%	-4%	-9%	5%

Screens: PubChem BioAssay, National Center for Advancing Translational Sciences (NCATS)
